PAX8 reporter = inhibitors of PAX8-driven TPO luciferase reporter, primary screen, RMG-I cells, single concentration. SteadyGlo, 24 h. inhibition, % at 12.6 µM. 360,000 tested, 1.2% active. AID 652154, 2013;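 active = mean replicate inhibition at least 60% with every replicate also reaching 60%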;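 also: luciferase light reporting Pax8 driven TPO promoter activity; plate controls were median of neutral control wells for no effect and mitoxantrone controls for full effect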
EWS-Fli inh = EWS/Fli-driven NR0B1 reporter inhibitors, primary screen, A673 cells, NR0B1 luciferase, luminescence, MLPCN library; viability-normalised; inhibition, % at 12.6 µM; 350,000 tested, 0.67% active;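 active = mean inhibition of at least 50% after viability correction, with every replicate also passing that limit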;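 also: firefly luciferase signal divided by Alamar Blue viability fluorescence both relative to DMSO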
LGR2 inh = inhibitors of bursicon-induced LGR2 CRE-luciferase signal, primary screen, cell-based, HEK293, CRE-luciferase reporter, bursicon stimulation. Drosophila bursicon receptor LGR2 (rickets). bursicon-stimulated, 4 h. inhibition, % at 9.99 µM. 380,000 tested, 0.35% active. AID 720647, 2013;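 active = drop in luminescence signal, shown as inhibition above about 50% in the replicate tests, limit read from the data, passing the limit was not always enough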;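 also: agonist challenge used bursicon conditioned medium at about half maximal strength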
PGC1a acetyl inh = inhibitors of PGC1a acetylation signal, primary screen, cell-based, U2OS, AlphaScreen, inhibitor mode; 350,000 tested, 0.17% active; inhibition, % at 15.6 µM; AID 651687, 2012; AlphaScreen anti-acetyl-lysine; with virally co-expressed GCN5 acetyltransferase;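 active = every replicate shows inhibition of at least 40%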;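 also: 0% = neutral control wells and 100% = positive control wells; some results beyond the cut were filed as inactive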
FN deposition inh = inhibitors of fibronectin matrix deposition, primary screen, AH1F cells, Alexa488-fibronectin fluorescence, plate reader; AH1F fibroblasts, overnight; inhibition, % at 12.6 µM; 350,000 tested, 0.086% active;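 active = mean inhibition across replicates of 30% or more, regardless of how many single replicates reach that level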;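 also: positive control wells lacked labelled fibronectin entirely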
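Schedule: 1 h cell adhesion before compound, then overnight fibronectin incubation; test system: AH1F fibroblast monolayer depositing Alexa488-labelled fibronectin into matrix; quantity: 10000 AH1F cells per well; probe or stimulus: fluorescent fibronectin at 24 nM final; signal: fluorescence, ex 485 nm, em 525 nm; evaluation: percent inhibition as loss of matrix-bound fibronectin fluorescence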
ERAP1 HTS inh = human ERAP1 aminopeptidase inhibitors, primary screen, biochemical, single point, plate reader; recombinant ERAP1, Leu-AMC fluorescence, 60 min; inhibition, % at 10.7 µM; 340,000 tested, 0.15% active; AID 652197, 2013;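 active = mean replicate inhibition of at least 30%, or all replicates individually reaching that 30% level; inactive = mean below 30% and not every replicate reaching it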;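 also: 0% = neutral control wells and 100% = L-leucinethiol positive control wells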
Target sequence (Q9NZ08 whole entry, looked up): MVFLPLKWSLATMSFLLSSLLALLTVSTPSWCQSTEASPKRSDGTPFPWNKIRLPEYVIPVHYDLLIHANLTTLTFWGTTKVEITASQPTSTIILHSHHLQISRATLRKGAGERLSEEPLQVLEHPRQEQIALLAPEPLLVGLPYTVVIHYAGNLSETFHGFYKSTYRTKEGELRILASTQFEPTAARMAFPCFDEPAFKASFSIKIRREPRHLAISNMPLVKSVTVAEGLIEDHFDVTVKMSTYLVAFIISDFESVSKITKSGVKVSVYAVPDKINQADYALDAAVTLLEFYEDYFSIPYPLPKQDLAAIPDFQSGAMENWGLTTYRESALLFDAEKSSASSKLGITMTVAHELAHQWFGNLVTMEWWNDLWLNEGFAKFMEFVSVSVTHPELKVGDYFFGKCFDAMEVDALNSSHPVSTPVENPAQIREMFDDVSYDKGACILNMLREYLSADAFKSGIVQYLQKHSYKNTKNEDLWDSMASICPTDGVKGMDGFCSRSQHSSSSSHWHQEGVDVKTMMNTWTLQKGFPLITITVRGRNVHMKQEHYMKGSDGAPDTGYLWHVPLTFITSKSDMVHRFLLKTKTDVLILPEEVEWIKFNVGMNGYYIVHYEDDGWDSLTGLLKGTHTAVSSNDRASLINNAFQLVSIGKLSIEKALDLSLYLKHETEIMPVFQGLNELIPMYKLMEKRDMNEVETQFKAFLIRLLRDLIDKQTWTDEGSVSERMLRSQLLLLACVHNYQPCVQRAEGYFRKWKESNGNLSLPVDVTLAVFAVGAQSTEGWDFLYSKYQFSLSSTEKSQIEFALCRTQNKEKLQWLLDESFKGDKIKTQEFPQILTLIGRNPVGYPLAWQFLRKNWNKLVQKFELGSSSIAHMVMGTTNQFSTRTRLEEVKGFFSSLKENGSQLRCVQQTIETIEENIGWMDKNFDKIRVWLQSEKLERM
PglD DTNB = C. jejuni PglD acetyltransferase inhibitors, primary screen, biochemical, DTNB colorimetric, single point; 360,000 tested, 0.098% active; purified PglD enzyme, DTNB colorimetric CoA detection; inhibition, % at 12.5 µM; UDP-N-acetylbacillosamine N-acetyltransferase PglD (Campylobacter jejuni); AID 602405, 2012; in the data active = inhibition above about 16%, passing the limit was not always enough; also: strong numbers were not always called active
S100A4 MyoIIA = inhibitors of S100A4-myosin IIA peptide binding, primary screen, biochemical, fluorescence polarization, TAMRA-MyoIIA peptide | Protein S100-A4 (Homo sapiens), P26447 | inhibition, % at 10.7 µM | 360,000 tested, 0.14% active;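 active = mean inhibition of at least 70% across replicates, with every replicate also reaching that level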
Target sequence (P26447 whole entry, looked up): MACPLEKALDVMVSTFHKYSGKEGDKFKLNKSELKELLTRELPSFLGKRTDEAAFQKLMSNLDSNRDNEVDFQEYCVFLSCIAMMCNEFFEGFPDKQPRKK
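incubation = readout 5 min after mixing, signal stable up to 60 min | system = S100A4 monomer protein | buffer or medium = HEPES pH 7.2 with CaCl2, KCl, NaCl, DTT, Triton | benchmarks = neutral control DMSO, positive control TFP | also added = fluorescent myosin IIA peptide, 5 nM | compound dosing = one concentration per compound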
An asterisk follows results filed as active; . = not tested or not shown.

SMILES	PAX8 reporter	EWS-Fli inh	LGR2 inh	PGC1a acetyl inh	FN deposition inh	ERAP1 HTS inh	PglD DTNB	S100A4 MyoIIA
Cc1ccnn1CC(=O)N/N=C/c1c[nH]c2ccccc12	28	11	-5	-1	-1	-1	0	32
C[C@@H]1CN([C@@H](C)CO)C(=O)c2cccc(N(C)C)c2O[C@@H]1CN(C)C(=O)Nc1cccc2ccccc12	26	9	-8	0	5	4	8	81*
Cc1c(C)c(C)c(S(=O)(=O)N2CCSCC2)c(C)c1C	10	2	3	.	-12	2	.	-8
O=S(=O)(NC1CCN(S(=O)(=O)c2ccc3c(c2)OCCO3)C1)c1c(F)cccc1F (stereo unspecified)	-5	15	-8	.	2	5	0	6
COc1cccc(NC(=O)CSc2nc3ccccc3nc2N2CCOCC2)c1	-1	-49	-14	.	-4	2	-3	0
COc1ccc(CN(C)C[C@@H]2OCCCC[C@@H](C)Oc3ccc(NS(=O)(=O)c4cn(C)cn4)cc3C(=O)N([C@H](C)CO)C[C@H]2C)cc1	-12	-6	7	2	.	-4	6	-5
O=C(C[n+]1cc(Br)cc(Br)c1)c1ccc(Cl)cc1	29	4	18	2	-1	1	-3	-25
CCCCn1c(CN2CCN(C(=O)c3ccco3)CC2)nc2c1c(=O)n(C)c(=O)n2C	13	12	.	.	-10	7	-3	-4
CCCCN(C(=O)c1ccc2c(c1)S(=O)(=O)N=C1CCCCCN12)c1c(N)n(CCCC)c(=O)[nH]c1=O	-11	-2	-13	.	12	1	.	-8
O=C1OCCN1C(=O)[C@H]1[C@H](c2ccc([N+](=O)[O-])cc2)C(c2ccccc2)=NN1c1ccccc1	25	0	9	-8	9	.	0	-2
CCOC(=O)N1CCN(C(=O)COC(=O)C2CCN(S(=O)(=O)c3ccc(C)c(C)c3)CC2)CC1	-4	-2	-6	.	3	1	0	1
CNc1nc(-c2ccc3c(c2)CCN3C(=O)c2ccc(F)cc2)cs1	-62	.	-104	-9	-10	.	-6	.
Cc1cc(C)n(-c2nnc(Cl)c3ccccc23)n1	13	22	23	-46	-2	-3	.	-3
CCOC(=O)[C@]12CCC=C1N(Cc1ccccc1)C(=O)[C@H](CC(=O)N1CCCCC1)C2	-2	-9	4	.	.	.	.	-3
CC(=O)Oc1ccc(Cn2c(C)c(C(=O)NCc3ccccc3C(F)(F)F)sc2=O)cc1	15	-5	10	.	-4	.	-3	13
COc1ccc2c3c(n(C)c2c1)[C@H](CO)N(CC1CC1)CC31CCN(C(=O)c2cccc(F)c2)CC1	-2	-16	-10	12	14	-3	.	-10
Cc1cccnc1NC(=O)COc1ccc2c(c1)CCC2	-11	-18	-12	18	-6	-1	0	-4
O=C(NCc1cccnc1)C(=O)NCC1OCCCN1S(=O)(=O)c1ccc(F)cc1 (stereo unspecified)	13	.	8	-3	5	-3	1	0
Nc1cc(N)nc(SCc2nnnn2-c2ccc(Cl)cc2)n1	-3	.	2	.	4	.	1	.
C[C@@H]1CN([C@H](C)CO)C(=O)c2cc(NC(=O)Nc3cccc4ccccc34)ccc2O[C@H]1CN(C)C(=O)NC1CCCCC1	17	1	13	-8	6	-1	0	-10
CC1Oc2ccccc2N(CC(=O)N2CCCC2)C1=O (stereo unspecified)	-11	5	0	-20	7	-2	1	-1
CC(C)Nc1nc(NC2CCCC2)nc(N2CCOCC2)n1	-13	8	6	.	2	2	1	0
CN(Cc1ccc(Cl)c(Cl)c1)C(=O)C1CSC2(C)CCC(=O)N12 (stereo unspecified)	14	-5	-3	-2	1	0	-1	4
O=C(C[C@H]1C=C[C@H](NC(=O)c2ccc(F)cc2)[C@H](CO)O1)NCCc1ccncc1	1	1	-15	-6	-11	2	2	3
C[C@H](CO)N1C[C@H](C)[C@@H](CN(C)Cc2ccc(C(=O)Nc3ccccc3N)cc2)Oc2ccc(NS(=O)(=O)c3ccc(F)cc3)cc2C1=O	4	8	9	5	-10	0	0	0
NS(=O)(=O)c1ccc(CCNC(=O)C2CCCN(S(=O)(=O)c3cccnc3)C2)cc1 (stereo unspecified)	8	-3	-8	2	-2	-2	4	3
CSC(SC)=C(C(C)=O)C(=O)c1ccc(C)cc1	-11	-15	-16	.	3	0	.	1
CC(C)NC(=O)N(C)C[C@@H]1Oc2ncc(C3=CCCCC3)cc2C(=O)N([C@H](C)CO)C[C@H]1C	-5	5	12	-12	-2	-4	-2	3
CCOc1cc(NS(=O)(=O)c2ccc(OC)cc2)c(OCC)cc1NC(C)=O	9	0	4	.	.	5	.	-10
CC(C)c1ccc(OCC(=O)Nc2c3c(nn2C(C)(C)C)CS(=O)(=O)C3)cc1	.	-2	-6	.	1	0	2	-2
CC(C)(C)c1ccc(S(=O)(=O)Nc2noc3ccccc23)cc1	12	19	13	-5	-2	-4	-3	-3
CC(C)c1cn(CC[C@@H]2CC[C@H](NC(=O)Nc3cc(Cl)cc(Cl)c3)[C@H](CO)O2)nn1	9	4	20	-4	1	-1	1	-1
Cc1ccc(S(=O)(=O)N[C@H](C(=O)NC2CCC(C)CC2)C(C)C)cc1 (stereo partly specified)	-3	-2	1	-4	-1	-1	2	2
NS(=O)(=O)c1ccc(NC(=S)NCCc2ccccc2)cc1	4	-25	14	6	-9	-3	.	-1
CN1c2ccc(-c3cccc(C#N)c3)cc2[C@H]2[C@H](CCN2C(=O)Nc2cc(F)ccc2F)[C@H]1CO	2	-11	8	-2	-1	.	2	.
O=C(N/N=C/c1ccccn1)c1cc(-c2cccc3ccccc23)n[nH]1	-20	4	7	.	-1	3	.	-3
CC(=O)C1=C(C)NC(SCC(=O)c2cc(Cl)ccc2Cl)=C(C#N)C1c1ccco1 (stereo unspecified)	.	15	0	.	.	-1	.	10
CCOC(=O)N1C(=O)[C@](c2ccc(Cl)cc2)(C(C)C)N1C(=O)OCC	6	-5	26	11	2	.	-5	2
CCCC#Cc1ccc2c(c1)O[C@@H](CN(C)C(=O)c1ccccc1F)[C@H](C)CN([C@H](C)CO)S2(=O)=O	.	16	-2	1	-22	0	3	4
Cc1cccc(NC(=O)c2nc[nH]c2C(=O)NCCN(CCNC(=O)c2[nH]cnc2C(=O)Nc2cccc(C)c2)CCNC(=O)c2[nH]cnc2C(=O)Nc2cccc(C)c2)c1	8	12	-49	.	1	1	5	-4
CCC(=O)N1C[C@@H](O)COC[C@H]2O[C@H](CC(=O)NC)CC[C@@H]21	-3	5	5	-1	2	0	-2	0
CCN(C[C@@H]1[C@@H](c2ccccc2)[C@H](CO)N1CC1CCCC1)C(C)=O	4	-3	-4	-5	-1	-4	-4	4
C[C@@H]1CN([C@H](C)CO)S(=O)(=O)c2ccc(-c3ccncc3)cc2O[C@H]1CN(C)Cc1cccnc1	.	-4	0	2	-28	3	-1	3
CC(C)NC(=O)Nc1ccc2c(c1)C(=O)N([C@@H](C)CO)C[C@@H](C)[C@@H](CN(C)S(=O)(=O)c1cn(C)cn1)OCCCC[C@@H](C)O2	2	-2	6	-12	4	2	-2	-36
Cc1cc(O)c(C(C)C)cc1NC(=O)Nc1ccc([N+](=O)[O-])cc1	-34	-10	.	.	-6	1	.	4
Cc1ccc(-c2nc(CS(=O)CC(=O)NCc3ccco3)c(C)o2)cc1 (stereo unspecified)	12	.	-6	.	0	0	-2	-5
Cc1nc2ccc(S(=O)(=O)N(C)CC(=O)NC(C)c3ccccc3)cc2s1 (stereo unspecified)	6	5	-8	-10	10	2	1	1
O=C(CSCc1ccc([N+](=O)[O-])cc1)N/N=C/c1cccnc1	2	-2	14	11	.	-1	3	-2
CCCN(C)C[C@H]1Oc2cc(C#Cc3cccnc3)ccc2S(=O)(=O)N([C@@H](C)CO)C[C@H]1C	.	12	10	-6	.	-3	2	-3
COc1ccc(C(=O)N2CCCC(Nc3ccc(C)c(C)c3)C2)cc1 (stereo unspecified)	-6	.	6	-2	-5	-2	-1	8
CC1=C(C(=O)N2CCOCC2)CC(CC(=O)NCC2CCCCC2)C(=O)N1CCCN1CCCC1=O (stereo unspecified)	1	-7	-4	14	-1	.	1	-7
CC(CN1C(C)CCCC1C)OC(=O)c1ccc(F)cc1 (stereo unspecified)	-4	1	-7	6	0	0	-2	-1
Cn1c(CCC(=O)OCC(=O)NCC(F)(F)F)nc(=O)c2ccccc21	-7	2	-3	3	6	3	.	-7
COc1cc(SC)ccc1C(=O)N1CCN(c2ccc(O)cc2)CC1	24	8	0	1	1	-1	-6	2

15 consecutive records already listed, for reference:
SMILES	PAX8 reporter	EWS-Fli inh	LGR2 inh	PGC1a acetyl inh	FN deposition inh	ERAP1 HTS inh	PglD DTNB	S100A4 MyoIIA
Cc1cccc(NC(=O)c2nc[nH]c2C(=O)NCCN(CCNC(=O)c2[nH]cnc2C(=O)Nc2cccc(C)c2)CCNC(=O)c2[nH]cnc2C(=O)Nc2cccc(C)c2)c1	8	12	-49	.	1	1	5	-4
CCC(=O)N1C[C@@H](O)COC[C@H]2O[C@H](CC(=O)NC)CC[C@@H]21	-3	5	5	-1	2	0	-2	0
CCN(C[C@@H]1[C@@H](c2ccccc2)[C@H](CO)N1CC1CCCC1)C(C)=O	4	-3	-4	-5	-1	-4	-4	4
C[C@@H]1CN([C@H](C)CO)S(=O)(=O)c2ccc(-c3ccncc3)cc2O[C@H]1CN(C)Cc1cccnc1	.	-4	0	2	-28	3	-1	3
CC(C)NC(=O)Nc1ccc2c(c1)C(=O)N([C@@H](C)CO)C[C@@H](C)[C@@H](CN(C)S(=O)(=O)c1cn(C)cn1)OCCCC[C@@H](C)O2	2	-2	6	-12	4	2	-2	-36
Cc1cc(O)c(C(C)C)cc1NC(=O)Nc1ccc([N+](=O)[O-])cc1	-34	-10	.	.	-6	1	.	4
Cc1ccc(-c2nc(CS(=O)CC(=O)NCc3ccco3)c(C)o2)cc1 (stereo unspecified)	12	.	-6	.	0	0	-2	-5
Cc1nc2ccc(S(=O)(=O)N(C)CC(=O)NC(C)c3ccccc3)cc2s1 (stereo unspecified)	6	5	-8	-10	10	2	1	1
O=C(CSCc1ccc([N+](=O)[O-])cc1)N/N=C/c1cccnc1	2	-2	14	11	.	-1	3	-2
CCCN(C)C[C@H]1Oc2cc(C#Cc3cccnc3)ccc2S(=O)(=O)N([C@@H](C)CO)C[C@H]1C	.	12	10	-6	.	-3	2	-3
COc1ccc(C(=O)N2CCCC(Nc3ccc(C)c(C)c3)C2)cc1 (stereo unspecified)	-6	.	6	-2	-5	-2	-1	8
CC1=C(C(=O)N2CCOCC2)CC(CC(=O)NCC2CCCCC2)C(=O)N1CCCN1CCCC1=O (stereo unspecified)	1	-7	-4	14	-1	.	1	-7
CC(CN1C(C)CCCC1C)OC(=O)c1ccc(F)cc1 (stereo unspecified)	-4	1	-7	6	0	0	-2	-1
Cn1c(CCC(=O)OCC(=O)NCC(F)(F)F)nc(=O)c2ccccc21	-7	2	-3	3	6	3	.	-7
COc1cc(SC)ccc1C(=O)N1CCN(c2ccc(O)cc2)CC1	24	8	0	1	1	-1	-6	2

High-throughput results deposited in PubChem BioAssay by Broad Institute.
